High-throughput results: PubChem, several laboratories
MT1-MMP act inh: MT1-MMP (human) activation inhibition. GFP/RFP ratio change, % at 20 µM. AID 651647. 0.061% of 360,000 active. HT1080 RFP-PRO-GFP cells, GFP/RFP ratio fluorescence, overnight; percent of plate control window, DMSO zero. P50281;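 active means GFP/RFP ratio change of at least 30% with cell ATP level not reduced by more than half and red fluorescence within 50% of control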; further: strong numbers were not always called active
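Assay system: RFP-PRO-GFP reporter HT1080 cells; read-out basis: GFP/RFP fluorescence ratio; benchmarks: DMSO wells and RFP-L50D-GFP cells; doses: 20 µM single dose, 1% DMSO; schedule: overnight cell settling, then overnight compound exposure, 37 °C, 5% CO2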
FAS TE block: FAS thioesterase (human) inhibition | P49327 | recombinant FAS-TE, OMFH fluorogenic substrate, fluorescence endpoint | inhibition, % at 15 µM | 0.67% of 360,000 active | AID 602261;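 active means compounds whose normalised, plate-corrected inhibition of enzyme fluorescence in the single-dose primary screen is 50% or more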;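 further: 0% = DMSO with enzyme and 100% = substrate without enzyme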
MsrA act: activates bovine MsrA enzyme; purified bovine MsrA, absorbance read-out; activation, % at 10.6 µM; 0.3% of 360,000 active; in the data active means activation above about 7.5%;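 further: 0% = vehicle and 100% = reference activator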
MsrA inh: bovine MsrA inhibition | purified bovine MsrA, absorbance read-out | inhibition, % at 15.5 µM | 0.75% of 360,000 active | AID 651718; in the data active means inhibition above about 4.5%;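 further: 0% = vehicle wells with enzyme and 100% = reference inhibitor wells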
CSN deneddyl inh: blocks human CSN-mediated cullin deneddylation | 0.38% of 360,000 active | Purified CSN, SCF-Nedd8-OG deneddylation, fluorescence polarization | inhibition, % at 12.5 µM;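 active means pattern-corrected inhibition above about 35%, with an unprinted fluorescence ratio check between 0.5 and 1.5, limit read from the data, passing the limit was not always enough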;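 further: 0% = enzyme with substrate and 100% = substrate without enzyme; some results filed as inactive read as strong as hits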
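Assay system: HEK293T-derived human Csn5 enzyme; quantity: 0.24 nM enzyme; medium: Tris/NaCl/DTT buffer, pH 7.5; also added: substrate SCFSkp2-Nedd8OG, 10 nM; doses: 12.5 µM compound; schedule: 90 min reaction at room temperature; signal: FP; read-out: % inhibition of substrate cleavage by Csn5; benchmarks: substrate-only high control, full reaction low control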
Rin1-Abl PPI inh: human Rin1-Abl interaction inhibition | P00519+Q13671 | inhibition, % at 7.35 µM | TR-FRET Rin1/Abl binding, biochemical | 0.4% of 360,000 active; in the data active means inhibition above about 5%, passing the limit was not always enough
Rpn11 inh: blocks the human proteasome subunit Rpn11; 0.59% of 360,000 active; calls only at 20 µM; human 26S proteasome, Ub4-pepOG fluorescence polarization; 20S core pre-blocked with epoxomicin; O00487;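 active means inhibition at 20 µM, scaled to each plate's controls, above about 33%, limit read from the data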
eLon inh: inhibitors of E. coli Lon protease; P0A9M0; purified E. coli Lon protease, fluorescence polarization; inhibition, % at 7.94 µM; 0.42% of 360,000 active; AID 602123; in the data active means inhibition above about 13%, passing the limit was not always enough;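 further: 0% = enzyme with probe and DMSO and 100% = no enzyme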
MLLE-PAM2 inh: blocks PAM2 peptide binding to the PABP1 MLLE domain | P11940 | GST-MLLE / FITC-PAM2 fluorescence polarization | inhibition, % at 20 µM | 0.36% of 360,000 active | AID 588489; in the data active means inhibition above about 35%, passing the limit was not always enough;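 further: plate controls were DMSO wells with GST-MLLE for no effect and wells lacking GST-MLLE protein for full effect; some results filed as inactive read as strong as hits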
Starred values were filed as active, the others as inactive; i = inactive.

SMILES | MT1-MMP act inh | FAS TE block | MsrA act | MsrA inh | CSN deneddyl inh | Rin1-Abl PPI inh | Rpn11 inh | eLon inh | MLLE-PAM2 inh
COc1ccc(C2=C(c3ccc([N+](=O)[O-])cc3)C(=O)OC2)cc1 | -2 | -5 | -2 | 1.0 | -5 | -4 | i | -9 | 3
CCNC(=S)Nc1ccc(Cl)c([N+](=O)[O-])c1 | 4 | 11 | -7 | -0.1 | -9 | -3 | i | -6 | 4
Cc1nc(NC(=O)CSc2nc3ccccc3s2)sc1C(=O)N(C)C | -2 | -6 | -6 | 2.4 | 1 | 3 | i | 2 | -12
O=C(/C=C/Nc1ccc(S(=O)(=O)Nc2ncccn2)cc1)c1cccs1 | -16 | -3 | -1 | 0.4 | 2 | -2 | i | 1 | 3
CCC(CC)c1nnc(NC(=O)c2c(-c3ccccc3)noc2C)s1 | 0 | -2 | 2 | -0.4 | 6 | -1 | i | 6 | 27
CCN(CC)S(=O)(=O)c1ccc2[nH]c(=O)cc(C(=O)Nc3ccc(C)cc3)c2c1 | -12 | 8 | -2 | -0.6 | 3 | 1 | i | 1 | 8
O=C(CN1c2cccc3cccc(c23)S1(=O)=O)N1CCOCC1 | -1 | -3 | -10 | 1.1 | -1 | -3 | i | -1 | 3
O=C(COC(=O)/C=C/c1ccc(C(F)(F)F)cc1)NCC1CCCCC1 | 0 | -6 | -2 | -1.3 | -5 | -1 | i | 5 | -8
Cc1ccc(C(=O)Cn2nnc3c(sc4nc5c(c(-c6ccccc6)c43)CCC5)c2=O)cc1 | 1 | 26 | -8 | -0.4 | 9 | 2 | i | 0 | -2
O=C(Nc1ccc(Cl)cc1)C1Cc2c(-c3ccccc3)ccnc2O1 (centres undefined) | 5 | 15 | 2 | -0.4 | 4 | 1 | i | 13 | 1
CCOC(=O)CN(C(=O)COc1nc(C)cc(C)c1C#N)c1ccc(F)cc1 | -2 | 33 | -2 | 0.6 | 1 | 3 | i | -2 | -2
CN(C)/C=C/C(=O)c1ccccc1 | -1 | -10 | -14 | 3.9 | 26 | 2 | i | 8 | 17
Cc1ccc(C(=O)N2CCN(c3ccc(F)cc3)CC2)cc1S(=O)(=O)N1CCCCC1 | -3 | 14 | -1 | 0.1 | -1 | 3 | i | -10 | -2
COc1ccc(OC)c(NC(=O)c2c(NC(=O)CCC(=O)O)sc3c2CCCCC3)c1 | -6 | -5 | -3 | -0.2 | 4 | -2 | i | -32 | -66
CC(=O)Cc1nsc(NC(=O)c2cc(-c3ccccc3Cl)oc2C)n1 | -9 | -1 | -4 | -0.2 | 8 | -4 | i | -7 | -11
COc1cccc(NC(=O)CN(C)C(=O)CSC(=S)N2CCCC2)c1 | 3 | -2 | -6 | -0.1 | -2 | 1 | i | -3 | 41*
COc1ccc(N2CCN(C(=S)Nc3ccc(C)cc3)CC2)cc1 | 3 | -1 | -1 | -0.3 | -2 | 4 | i | -4 | -112
CCSc1nnc(NC(=O)CN2C(=O)N(C)C3(CCCCC3)C2=O)s1 | 11 | -7 | -1 | -0.8 | 6 | 2 | i | 11 | 3
O=Cc1ccccc1OCc1ccc2c(c1)OCO2 | 2 | 3 | -4 | -1.3 | 1 | -3 | i | 1 | -6
CC1=C(C(=O)N(C(C)C)C(C)C)CC(CC(=O)NC2CC2)C(=O)N1CCCN1CCCC1=O (centres undefined) | 2 | -8 | -1 | -1.0 | -6 | -1 | i | 4 | -1
COc1ccc(OCC(O)CN(C)C(=O)/C=C/c2cccc([N+](=O)[O-])c2)cc1 (centres undefined) | -2 | 12 | -4 | 1.6 | 6 | -2 | i | -6 | 2
Cc1[nH]c2ccccc2c1C(=O)COC(=O)C1CC(=O)N(Cc2ccccc2)C1 (centres undefined) | 1 | -1 | -2 | 0.2 | -3 | 1 | i | -6 | -2
O=C(Cn1cccn1)N1CCCC(Nc2ccc(F)c(F)c2)C1 (centres undefined) | -2 | -5 | -2 | -0.3 | 6 | -3 | i | 3 | -2
CCOCCCn1c(=S)[nH]c2cc(C(=O)NCCc3ccccc3)ccc2c1=O | 2 | -2 | -3 | 0.3 | 2 | -5 | i | -15 | -58
CCOC(=O)C1CCCN(C(=O)c2ccc3oc(Cc4ccccc4)nc3c2)C1 (centres undefined) | 1 | 3 | -1 | 1.1 | -3 | -1 | i | 2 | 7
CCCCN1C(=O)C(CC(=O)NCc2cccs2)CC(C(=O)N(C)C)=C1C (centres undefined) | 3 | -9 | -2 | 0.3 | 1 | 0 | i | -5 | 10
CC(NC(=O)CCNC(=O)c1ccccc1Cl)C1CC2CCC1C2 (centres undefined) | -3 | -9 | -3 | -1.7 | 6 | -2 | i | 6 | -7
COCCn1c(=S)[nH]c2cc(C(=O)N3CCN(C4CCCCC4)CC3)ccc2c1=O | -2 | -4 | -3 | 0.7 | 2 | -3 | i | -5 | -60
CCOc1ccc(Cl)cc1-c1cc(C(=O)NCc2ccccc2)[nH]n1 | -4 | 37 | 1 | -0.1 | -5 | 0 | i | -6 | 4
O=S(=O)(c1ccccc1)c1cnn2c(C(F)(F)F)cc(-c3ccccc3)nc12 | -2 | -3 | -4 | -0.4 | -2 | -2 | i | 3 | 9
COc1ccccc1-n1cc(-c2ccccc2)[nH]c1=S | -1 | -4 | -1 | 0.3 | 1 | -1 | i | 0 | 20
COc1ccc(NC(=O)CSc2nnc(C3CCCCC3)o2)c(OC)c1 | 0 | 0 | -1 | -0.4 | 11 | 0 | i | 6 | -4
O=c1[nH]c(/C(=N\O)c2ccccc2)no1 | -3 | -42 | -3 | 1.2 | -6 | 6 | i | 2 | -14
CONc1nc2nonc2nc1NOC | 1 | -6 | -3 | -1.1 | -5 | -2 | i | -4 | -9
CCN(CC)S(=O)(=O)c1cccc(-c2nnc(SC(C)C#N)n2Cc2ccccc2)c1 (centres undefined) | 0 | 3 | -2 | -0.5 | -1 | 2 | i | -1 | -47
COc1ccc(NC(=O)C2CCCN(S(C)(=O)=O)C2)cc1OC (centres undefined) | -4 | -8 | -3 | 0.3 | 1 | 1 | i | -3 | 11

Records listed above marked active in MLLE-PAM2 inh.
| smiles | MT1-MMP act inh | MsrA act | MsrA inh | CSN deneddyl inh | Rin1-Abl PPI inh | Rpn11 inh | eLon inh | MLLE-PAM2 inh |
| --- | --- | --- | --- | --- | --- | --- | --- | --- |
| COc1cccc(NC(=O)CN(C)C(=O)CSC(=S)N2CCCC2)c1 | 3 | -6 | -0.1 | -2 | 1 | i | -3 | 41* |

Later entries
SMILES | MT1-MMP act inh | FAS TE block | MsrA act | MsrA inh | CSN deneddyl inh | Rin1-Abl PPI inh | Rpn11 inh | eLon inh | MLLE-PAM2 inh
CCC1CCCCN1C1Sc2ccc(C(=O)OC)cc2NC1=O (centres undefined) | -4 | -5 | -5 | -0.1 | 2 | 0 | i | -12 | 2
CSc1oc(-c2ccco2)nc1S(=O)(=O)c1ccc(F)cc1 | -3 | 9 | -4 | 0.2 | 3 | -2 | i | -9 | -110
COC(=O)C(Nc1nccs1)(OC)C(F)(F)F (centres undefined) | 6 | -3 | -1 | 0.3 | 0 | 4 | i | 13 | 34
CCOC(=O)[C@H]1[C@H]2COc3ccc(OC)cc3[C@@H]2N2C(=O)CN(CCc3c[nH]c4ccccc34)C(=O)[C@@]12C | -6 | 2 | 0 | -0.6 | -4 | 3 | i | -17 | -6
COc1ccc(-c2cc(C(=O)Nc3ccc(O)cc3)c3ccccc3n2)cc1OC | -12 | -1 | -15 | 0.5 | 0 | 0 | i | -6 | -5
CCOc1ccc(NC(=O)Nc2ccccc2C(N)=O)cc1 | -3 | -7 | -10 | -0.1 | 5 | -1 | i | 1 | -3
CCOC(=O)C1CCCN(CCC(=O)Nc2cccc(Cl)c2C)C1 (centres undefined) | 0 | 0 | 2 | -0.8 | -1 | -3 | i | 6 | -2
CCCCCCCC(=O)Nc1ccc(S(=O)(=O)Nc2nccs2)cc1 | 3 | 0 | -2 | -0.2 | -1 | 1 | i | 22 | 18
CCCCN(C(=O)CSCc1c(C)noc1C)c1c(N)n(CCCC)c(=O)[nH]c1=O | 1 | -5 | -2 | 0.5 | 1 | 0 | i | -11 | -4
CCn1cc(C2=NOC(C(=O)Nc3cc(C)nn3-c3ccccc3)C2)c(C)n1 (centres undefined) | 1 | -8 | -2 | -1.1 | 5 | -1 | i | 2 | 9
O=c1sc2ccccc2n1COc1ccc(Cl)cc1 | -2 | 22 | 3 | 0.4 | 1 | -1 | i | 0 | -8
Cc1ccc2cccc(OCC(=O)Nc3ccc(N4CCOCC4)cc3)c2n1 | 2 | 0 | -1 | -0.6 | -7 | -1 | i | 3 | -12
CC(=O)c1cc(F)c(N2CCN(C(=O)C(C)(C)C)CC2)cc1C | -3 | -6 | -5 | 1.4 | 1 | -4 | i | 10 | 1
Cc1c(C)n(-c2ccc(Cl)cc2)c2ncnc(N)c12 | -1 | -3 | -3 | 0.5 | 4 | -1 | i | -6 | -13
COc1ccc(C2c3[nH]c4ccccc4c3C[C@H]3C(=O)N(CCCO)CC(=O)N23)c(OC)c1 (some centres undefined) | 4 | -6 | -1 | 1.5 | 1 | -1 | i | -10 | 5
CN(C)[C@H]1CCN([C@H]2CS(=O)(=O)N[C@@H]2COCc2ccccc2)C1 | -1 | -4 | -7 | 0.6 | -3 | 2 | i | -4 | 15
CSc1ccccc1OCc1cc(C(=O)N(C)Cc2ccncn2)no1 | -2 | -4 | -1 | 0.4 | 3 | 0 | i | -7 | 6
CN(C)c1nnnn1-c1ccccc1Oc1ncc(C(F)(F)F)cc1Cl | -1 | -6 | -6 | 0.0 | 0 | -1 | i | -5 | 0
CCOC(=O)N1CCN(C(=O)CSCc2nc(-c3ccccc3C)oc2C)CC1 | 2 | -5 | -8 | -1.1 | 1 | -3 | i | 1 | 31
CCO[C@H]1OC(C(=O)O)=C[C@@H](c2coc3ccccc3c2=O)[C@@H]1CCCO | 4 | -16 | -2 | 0.2 | -1 | 3 | i | 5 | -8
COC(=O)[C@H](CCSC)NC(=O)Nc1cc(C)ccc1C | 2 | -3 | 2 | 2.4 | -2 | -2 | i | -1 | 0
COC(=O)Cc1c(O)ccn(C2CC2)c1=O | 1 | -7 | -1 | 0.2 | 3 | 1 | i | -5 | -14
Cn1c(=O)c2c(nc(CN3CCN(C(c4ccccc4)c4ccccc4)CC3)n2CC(N)=O)n(C)c1=O | -9 | -4 | -1 | 0.1 | 0 | 3 | i | -9 | -5
CCCCNC(=O)CSc1nc(COc2ccccc2)nc2ccccc12 | -3 | 8 | -2 | -0.2 | 4 | 0 | i | -8 | -2
COc1ccc(OC2OC3COC(c4ccco4)OC3C(O)C2NC(C)=O)cc1 (centres undefined) | -4 | -4 | -8 | -0.4 | -2 | 4 | i | -1 | 11
CN1C(N)=NC(=O)/C1=C\c1ccc(Br)cc1 | 3 | -7 | -3 | 4.3 | -2 | -4 | i | 2 | -3

Structures shown so far containing a furan ring, fused or not:
SMILES | MT1-MMP act inh | FAS TE block | MsrA act | MsrA inh | CSN deneddyl inh | Rin1-Abl PPI inh | Rpn11 inh | eLon inh | MLLE-PAM2 inh
CC(=O)Cc1nsc(NC(=O)c2cc(-c3ccccc3Cl)oc2C)n1 | -9 | -1 | -4 | -0.2 | 8 | -4 | i | -7 | -11
CSc1oc(-c2ccco2)nc1S(=O)(=O)c1ccc(F)cc1 | -3 | 9 | -4 | 0.2 | 3 | -2 | i | -9 | -110
COc1ccc(OC2OC3COC(c4ccco4)OC3C(O)C2NC(C)=O)cc1 (centres undefined) | -4 | -4 | -8 | -0.4 | -2 | 4 | i | -1 | 11
